Compound activity: PubChem, National Center for Advancing Translational Sciences (NCATS)
HP1b chromo inh – HTS for Inhibitors of HP1-beta Chromodomain Interactions with Methylated Histone Tails; Chromobox protein homolog 1 (Homo sapiens), P83916; Potency, µM (series often up to 114 µM), without a hit: at the highest dose activity change, negative = inhibition, actives largely listed as inhibitors; AlphaScreen HP1-beta / biotin-H3K9me3 peptide binding; 390,000 compounds, 0.56% hits; further: nearly all actives have a fitted effect of over 70% in size; inactives centre near 23
Target sequence (P83916 whole entry, looked up): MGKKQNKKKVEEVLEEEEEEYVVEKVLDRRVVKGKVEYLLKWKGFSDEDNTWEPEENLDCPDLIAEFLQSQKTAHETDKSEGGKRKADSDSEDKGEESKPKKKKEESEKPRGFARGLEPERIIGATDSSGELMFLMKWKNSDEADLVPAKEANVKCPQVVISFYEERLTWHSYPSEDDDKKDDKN
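HP1-beta protein (50 nM final) preincubated 30 min at room temperature with biotinylated H3(1-18)K9me3 peptide (50 nM) in PBS pH 7.4, 0.01% Tween-20, then compound added for 30 min. AlphaScreen streptavidin donor/nickel chelate acceptor beads (10 ug/mL final), 30 min dark, luminescence read.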
TrxR1 inh – qHTS Assay for Inhibitors of Mammalian Selenoprotein Thioredoxin Reductase 1 (TrxR1): qHTS; 390,000 compounds, 1% hits; Potency, µM (highest dose often 114 µM), inactives show at the highest dose activity change, negative = inhibition, usual class: inhibitors; Thioredoxin reductase 1, cytoplasmic (Rattus norvegicus), O89049; recombinant rTrxR1, NADPH fluorescence consumption, selenite substrate; further: on the % scale 0 is the no-effect control and ±100 the full control effect; nearly all actives have a fitted effect of over 65% in size
Target sequence (O89049 whole entry, looked up): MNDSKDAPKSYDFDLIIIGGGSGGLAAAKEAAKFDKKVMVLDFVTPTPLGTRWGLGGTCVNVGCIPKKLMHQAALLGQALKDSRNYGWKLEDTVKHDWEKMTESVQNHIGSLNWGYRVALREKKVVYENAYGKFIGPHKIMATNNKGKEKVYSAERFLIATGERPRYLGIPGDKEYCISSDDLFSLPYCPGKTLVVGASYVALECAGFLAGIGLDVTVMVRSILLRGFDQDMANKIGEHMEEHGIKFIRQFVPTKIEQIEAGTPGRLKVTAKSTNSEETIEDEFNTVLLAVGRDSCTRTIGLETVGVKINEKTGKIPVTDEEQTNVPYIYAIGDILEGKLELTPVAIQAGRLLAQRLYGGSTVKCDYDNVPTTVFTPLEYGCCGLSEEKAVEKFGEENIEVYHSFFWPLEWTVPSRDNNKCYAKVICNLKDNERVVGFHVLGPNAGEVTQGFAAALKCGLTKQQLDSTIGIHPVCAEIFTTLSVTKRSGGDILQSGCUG
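Rat TrxR1 (90 nM in the dispensed reagent) was pre-reduced with 400 uM NADPH for 5 min at room temperature, then incubated with compound for 15 min. After 400 uM selenite was added, NADPH fluorescence (Ex 340/Em 450 nm) was followed for 8 min.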
PGK inhibitor – qHTS Assay to Find Inhibitors of Phosphoglycerate Kinase | PGK/GAPDH coupled, Kinase-Glo luminescence, 60 min | Phosphoglycerate kinase, glycosomal (Trypanosoma brucei brucei), P07378 | Potency, µM (titrated, usually from 57.5 µM), for inactives: at the top dose activity change, negative = inhibition, actives largely listed as inhibitors | 380,000 compounds, 0.043% hits; further: on the % scale 0 is the no-effect control and ±100 the full control effect; nearly all actives have a fitted effect of over 60% in size
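Luminescent ATP detection (Kinase-Glo Plus) follows a 60-minute room-temperature incubation, with wells lacking PGK as controls. Buffer: 100 mM TEA (pH 7.6), 5 mM MgCl2, 0.01% Tween-20. Coupling enzyme GAPDH (100 nM final) supplies unstable 1,3-BPG in-well.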
ERG Ets-DNA blk – qHTS for Small Molecule Inhibitors of the ERG Ets/DNA interaction; Transcriptional regulator ERG (Homo sapiens), P11308; fluorescence polarization, His-ERG Ets domain / labelled DNA; Potency, µM (top dose mostly 76.9 µM), for the others: at the highest dose FP activity, negative = inhibition, actives largely listed as inhibitors; 370,000 compounds, 0.028% hits; AID 624246, 2012; active means well fitted inhibition curve with a large enough effect in the polarisation, with a control signal flat; inconclusive means small, poorly fitted or top-dose-only effect, or effect the other way, or a change in a side signal; inactive means no such curve, though single readings can be large or run the other way; the % refers to the polarisation;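 further: polarization taken with two DNA probes labelled with fluorescein and Texas red; % of control where 0% means no effect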
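His-tagged ERG Ets domain (1 uM in the protein solution; 300mM KCl, 50mM Tris-HCl, 1mM EDTA, 1mM DTT, pH 7.5) received compound, then a probe mix of 5 nM fluorescein-DNA and 100nM Texas-615-DNA. Fluorescence polarization was read for both dyes.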
GLS inhibitor – qHTS for Inhibitors of Glutaminase (GLS); Potency, µM (top dose mostly 45.5 µM), inactives show at the top dose activity change, negative = inhibition, usual class: inhibitors; 410,000 compounds, 0.21% hits; GLS enzymatic activity, qHTS titration; further: on the % scale 0 is the no-effect control and ±100 the full control effect
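Assay buffer: 45 mM KH2PO4 pH 8.2, 0.02% Tween-20. hKGA acts on L-glutamine (1 mM solution added); product glutamate is reported by an oxidase/peroxidase Amplex Red coupling, with fluorescence taken at baseline and 30 min.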
RGS4 inhibitor – Inhibitors of Regulator of G Protein Signaling (RGS) 4: qHTS; AID 504845, 2011; 390,000 compounds, 0.039% hits; Potency, µM (top dose mostly 114 µM), without a hit: at the top dose activity change, negative = inhibition, usual class: inhibitors; Transcreener GDP fluorescence polarization, RGS4-accelerated GTP hydrolysis; further: on the % scale 0 is the no-effect control and ±100 the full control effect; nearly all actives have a fitted effect of over 75% in size; some results filed as inactive show a strong effect at the top dose
Target sequence (P49798 whole entry, looked up): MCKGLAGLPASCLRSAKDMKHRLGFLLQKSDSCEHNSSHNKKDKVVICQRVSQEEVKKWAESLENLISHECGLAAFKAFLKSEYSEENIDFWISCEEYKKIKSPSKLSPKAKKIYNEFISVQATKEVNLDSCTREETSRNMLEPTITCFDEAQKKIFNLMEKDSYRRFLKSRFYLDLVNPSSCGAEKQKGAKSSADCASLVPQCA
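MLSMR compounds (23 nl, pin-transferred) preincubated 10 min at room temperature with a 500nM (2x) first reagent, then RGS4 at 900nM (2x) plus Transcreener GDP mix added; fluorescence polarization (620/688 nm) read before and after 90 min at 30 °C.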
Pin1 inh – qHTS Assay to Find Inhibitors of Pin1. Peptidyl-prolyl cis-trans isomerase NIMA-interacting 1 (Homo sapiens), Q13526. Potency, µM (doses to about 115 µM), for the others: at the highest dose activity, negative = inhibition, most hits filed as inhibitors. 390,000 compounds, 0.009% hits. Pin1 FP peptide displacement, HiFluor488, 10 min; active means well fitted inhibition curve with a large enough effect in the polarisation, with a control signal flat, not every such curve was filed as active; inconclusive means small, poorly fitted or top-dose-only effect, or effect the other way, or a change in a side signal; inactive means no such curve, though single readings can be large or run the other way; the % refers to the polarisation; further: on the % scale 0 is the no-effect control and ±100 the full control effect
Target sequence (Q13526 whole entry, looked up): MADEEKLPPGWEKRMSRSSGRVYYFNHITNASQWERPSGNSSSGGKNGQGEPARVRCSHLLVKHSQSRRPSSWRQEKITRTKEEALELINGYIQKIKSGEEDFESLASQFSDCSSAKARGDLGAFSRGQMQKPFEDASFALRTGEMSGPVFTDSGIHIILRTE
JMJD2A Tudor inh – qHTS Assay for Inhibitors of JMJD2A-Tudor Domain; Lysine-specific demethylase 4A (Homo sapiens), O75164; AID 504339, 2011; 390,000 compounds, 4.4% hits; AlphaScreen JMJD2A-Tudor / H3K4me3 peptide binding; Potency, µM (top dose mostly 114 µM), without a hit: at the top dose activity change, negative = inhibition, usual class: inhibitors; further: on the % scale 0 is the no-effect control and ±100 the full control effect; nearly all actives have a fitted effect of over 50% in size
12-LOX inh – Primary qHTS assay for inhibitors of human arachidonate 12S-lipoxygenase (ALOX12): Round 2 | 580,000 compounds, 1.1% hits | Polyunsaturated fatty acid lipoxygenase ALOX12 (Homo sapiens), P18054 | Potency, µM (highest dose often 108 µM), inactives show at the highest dose activity change, negative = inhibition, hits mostly inhibitors | purified 12hLO, xylenol orange hydroperoxide absorbance | AID 1671190, 2021; further: on the % scale 0 is the no-effect control and ±100 the full control effect
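Hydroperoxide product was detected by ferrous iron/xylenol orange as the 573 to 405 nm absorbance ratio. Arachidonic acid at 40 uM (final) was turned over for 30 min at room temperature by 150 nM human 12hLO, pH 7.0 Hepes buffer, after 15 min compound preincubation.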
An asterisk follows results filed as active; i = inactive; ? = inconclusive; nt = no result given; & = joins results of further samples; [ ] = dose if it differs, or a comment. Unless noted, the call rests on the fitted dose curve; in most records, active means well fitted curve in the direction sought with a large enough effect; inconclusive means small, poorly fitted or top-dose-only effect, or another doubt; inactive means no such curve, though single readings can be large; an effect the other way counts as inactive or inconclusive. Potency means the concentration at half of the fitted maximal effect.

PGK inhibitor | HP1b chromo inh | JMJD2A Tudor inh | 12-LOX inh | TrxR1 inh | Pin1 inh | RGS4 inhibitor | ERG Ets-DNA blk | GLS inhibitor | compound
6% | 12% | -11% | ? | 3% | -6% | 18% | -1% | 8% | COC(=O)Cc1c(C)c2ccc(OCc3nn[nH]n3)cc2oc1=O
-5% | 73%[activator] | ? | -4% | 19% | 0% | 6% | 1% | 3% | CCOc1ccc(-n2c(=O)c3sc4ccccc4c3n(Cc3cccc(C)c3)c2=O)cc1
-12% | -2% | -35% | ? | -1%[57.1 µM] | 4% | -27% | 3% | ? | COc1cccc(/C=C2\SC(=S)NC2=O)c1OS(=O)(=O)c1ccc(NC(C)=O)cc1
-2% | 31% | -2% | 0% | 30% | -6% | 9% | 10% | 0% | COc1ccc(NC(C)=O)cc1S(=O)(=O)NCCc1ccccn1
0% | 24% | -12% | ? | 5% | 2% | 3% | -8% | -1% | CCc1cc2c(=O)n(CC(=O)NC3CCCCC3)cnc2s1
0% | -23% | 8.9µM* | ? | -6% | ? | 12% | -1% | -25% | N#CC1=C2C=CC=CN2CC1=O
0% | 12% | -16% | -14% | -26% | 2% | 32% | -1% | 0% | Cc1ccc2c(c1)c1c(c(=O)n(-c3cccc(Cl)c3)c(=O)n1CC(=O)N1CCCC1)n2C
-13% | 16% | -27% | -7% | 15% | 1% | 2% | -7% | 15% | O=C(C[C@@H]1C/C=C\CC[C@H](Cc2ccc(F)cc2)C(=O)OC[C@@H]2CCCN2C1=O)N[C@H](CO)Cc1ccccc1
-9% | 14% | -18% | -13% | 3%[57.1 µM] | -1% | -16% | 5% | -12% | O=C(COc1ccccc1[N+](=O)[O-])NCC1COc2ccccc2O1 (stereo unspecified)
-1% | 47%[activator] | 19% | 2%&-3% | -12% | -10% | -5% | -18% | nt | Cc1ccc(-c2nn(CC(N)=O)c(=O)c3ccccc23)cc1S(=O)(=O)N(C)C
i | ? | 1µM* | -15% | -7% | 3% | -7% | -12% | 0% | COCCCNCCOc1ccc(C)cc1[N+](=O)[O-]
1% | 21% | -21% | ? | 2% | 6% | 5% | -3% | 7% | COC(=O)[C@@]1(Cc2ccc(OC)cc2)[C@H]2c3cc(C(=O)N(C)C)n(Cc4c(CO)[nH]cc(C)c4=O)c3C[C@H]2CN1C(=O)c1ccccc1
-8% | 16% | -21% | 1% | 5%[57.1 µM] | 1% | -22% | -13% | 8% | COc1ccccc1C(=O)NCCn1ccc2ccccc21
-8% | 10% | -21% | 2% | -32%[57.1 µM] | 10% | -12% | 10% | -4% | CC(=O)Nc1cccc(NC(=O)CSc2nnc(Cc3cccn3C)n2-c2ccc(C)cc2)c1
-1% | 13% | 3% | 0% | -8% | -7% | 8% | -7% | 1% | Cc1cc(=O)oc(C)c1C(=O)N1CCCc2ccccc21
4% | 27% | -4% | 277%[activator] | 13% | 2% | 22% | -18% | 27% | CN1CC(=O)N(CC(=O)Nc2ccc(N3CCOCC3)cc2)C1=O
-8% | ? | 14µM* | ? | -4% | -7% | -3% | nt | 4% | COc1ccccc1CNCc1ccc(OC)c(OC)c1OC
-12% | -2% | -15% | -11% | 22% | -2% | 7% | -2% | -1% | O=C(Nc1ccc(Br)cc1F)c1cc2nc(-c3ccco3)cc(C(F)(F)Cl)n2n1
0% | 1% | 50µM* | 18µM* | -1% | 5% | -26% | 4% | 8% | Cc1nn(C)c(C)c1CN(C)C(=O)CCCC(=O)O
i | 15% | -15% | ? | 1% | 1% | -32% | 1% | 2% | COc1ccc(NC(=O)C2CCC(CNS(=O)(=O)c3ccc(Br)s3)CC2)cc1OC (stereo unspecified)

Fetched by structure from the entries so far:
PGK inhibitor | HP1b chromo inh | JMJD2A Tudor inh | 12-LOX inh | TrxR1 inh | Pin1 inh | RGS4 inhibitor | ERG Ets-DNA blk | GLS inhibitor | compound
-8% | 10% | -21% | 2% | -32%[57.1 µM] | 10% | -12% | 10% | -4% | CC(=O)Nc1cccc(NC(=O)CSc2nnc(Cc3cccn3C)n2-c2ccc(C)cc2)c1
1% | 21% | -21% | ? | 2% | 6% | 5% | -3% | 7% | COC(=O)[C@@]1(Cc2ccc(OC)cc2)[C@H]2c3cc(C(=O)N(C)C)n(Cc4c(CO)[nH]cc(C)c4=O)c3C[C@H]2CN1C(=O)c1ccccc1

2 neighbouring records from above, for reference:
PGK inhibitor | HP1b chromo inh | JMJD2A Tudor inh | 12-LOX inh | TrxR1 inh | Pin1 inh | RGS4 inhibitor | ERG Ets-DNA blk | GLS inhibitor | compound
i | ? | 1µM* | -15% | -7% | 3% | -7% | -12% | 0% | COCCCNCCOc1ccc(C)cc1[N+](=O)[O-]
1% | 21% | -21% | ? | 2% | 6% | 5% | -3% | 7% | COC(=O)[C@@]1(Cc2ccc(OC)cc2)[C@H]2c3cc(C(=O)N(C)C)n(Cc4c(CO)[nH]cc(C)c4=O)c3C[C@H]2CN1C(=O)c1ccccc1

Additional records:
PGK inhibitor | HP1b chromo inh | JMJD2A Tudor inh | 12-LOX inh | TrxR1 inh | Pin1 inh | RGS4 inhibitor | ERG Ets-DNA blk | GLS inhibitor | compound
6% | 11% | -13%[57.1 µM] | 0% | 4% | 5% | 8% | -4% | 75%[activator] | COc1ccc(N2CCN(CCCNC(=O)CCCn3c(=O)[nH]c4ccsc4c3=O)CC2)cc1
-9% | 26% | -9% | -8% | 0% | -3% | ? | -1% | 4% | c1ccc2c(c1)nc(N1CCOCC1)c1c3ccccc3[nH]c21
-1% | 48%[activator] | -8% | ? | -11% | 9% | 35% | 2% | 27% | O=C(c1ccccc1)N1CCN(Cc2c[nH]c3ccccc23)CC1
-5% | 52%[activator] | -1% | 0% | 40% | 14% | -1% | 19% | -6% | Cc1csc2nc(SCC(=O)Nc3ccccc3F)[nH]c(=O)c12
-4% | 17% | -17% | 158%[activator] | ? | 13% | 7% | -13% | 9% | Cc1cc(NC(=O)CCc2ccc(-c3ccccc3)o2)no1
4% | -18% | 79µM* | 11% | 5%[57.1 µM] | 1% | -20%[56.9 µM] | -8% | 6% | O=C(Cn1ccc2cc(S(=O)(=O)N3CCCC3)ccc21)NCc1ccco1
2% | 21% | -3% | 13% | -8% | -4% | 9% | 6% | 4% | CCOC(=O)c1nn(-c2ccc(Cl)cc2)c2nc(Nc3ccccc3)cc(=O)n12
i | 13% | -2% | -5% | 4% | 3% | 10% | -4% | -6% | CC(=O)c1ccc(N(CC(=O)NC2CCCC2)C(=O)CNC(=O)c2cccs2)cc1
-5% | -22% | ? | ? | -5% | -3% | ? | 4% | 0% | COc1ccc(/C=N/NC(N)=S)cc1OC(=O)c1ccccc1
nt | 38%[activator] | -14% | -10% | 13% | -6% | 18% | 17% | 22% | COCCSc1nc(N)c(NC(=O)c2ccc(OC)cc2)c(=O)[nH]1
-3% | 32% | -7% | -3% | 6% | 5% | -9% | 4% | 3% | Cc1ccc(CNC(=O)Cn2cnc3cc([N+](=O)[O-])ccc3c2=O)cc1
i | 8% | -14% | -26% | 15% | 6% | -26% | 10% | -9% | O=C(NC(=S)Nc1ccc2oc(=O)ccc2c1)c1cccc(F)c1
7% | 106%[activator] | 28% | -12% | 15% | 3% | 36% | 1% | 0% | CCCSc1nsc(NC(=O)c2cccnc2OCC)n1
-1% | 26% | -16% | ? | 10% | ? | 18% | -2% | 10% | Cc1ccc(C)c(NC(=O)COC(=O)c2ccc3ccccc3n2)c1
-7% | 0% | -13% | 94%[activator] | -6% | 6% | 21% | -10% | 10% | Cc1ccccc1NC(=O)c1ccc(N/N=C/c2ccccc2O)c([N+](=O)[O-])c1
9% | 28% | -13% | -2% | 9%[57.1 µM] | -1% | 0% | 12% | 9% | NC(=O)CC(NC(=O)Cc1cccc2ccccc12)c1ccc(NCCN2CCCC2)c([N+](=O)[O-])c1 (stereo unspecified)
-8% | 36% | -8% | -20% | 47%[activator] | -7% | -5% | 11% | 0% | COc1cccc(CNC(=O)c2ccc(CS(=O)(=O)Cc3ccc(C)cc3)o2)c1
-3% | 50%[activator] | 6% | 9% | 19% | -6% | 9% | 0% | 9% | CC1(c2nnc(-c3ccc(F)cc3)o2)CC(c2ccccc2)=NO1 (stereo unspecified)

Looked up above:
Cc1ccccc1NC(=O)c1ccc(N/N=C/c2ccccc2O)c([N+](=O)[O-])c1 in HP1b chromo inh is listed with 0%
COc1cccc(CNC(=O)c2ccc(CS(=O)(=O)Cc3ccc(C)cc3)o2)c1 in ERG Ets-DNA blk is listed with 11%
O=C(NC(=S)Nc1ccc2oc(=O)ccc2c1)c1cccc(F)c1 in Pin1 inh is listed with 6%
CCCSc1nsc(NC(=O)c2cccnc2OCC)n1 in ERG Ets-DNA blk is listed with 1%

These rows are one share of the data; rates above refer to the full screens.
